D2 antagonist: antagonizes the human D2 dopamine receptor | P14416 | HEK293 TREx D2 cells, calcium flux, dopamine EC80 | inhibition, % at 10 µM | 340,000 tested, 2% active; in the data active = inhibition above about 30%; note: 0% is about no effect
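Inhibition of EC80 dopamine-driven calcium flux, recorded kinetically, defines activity here; cells are a tetracycline-induced HEK293 T-REx line expressing force-coupled D2.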
mIDH1 inhibitor: human IDH1 R132H inhibition; O75874; IDH1-R132H enzyme, NADPH consumption, diaphorase/resazurin fluorescence; Potency, µM (highest dose often 76.6 µM), for the others: top-dose activity change, negative = inhibition, actives largely listed as inhibitors; 390,000 tested, 0.093% active; AID 602179; note: potency is the fitted concentration of half-maximal effect; % is set by controls: 0 for no effect and ±100 for the full control effect; nearly all actives have a fitted effect of over 65% in size
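IDH1-R132H (0.5 ug/mL) preincubated 30 min with compound, then NADPH (0.016 mM) and alpha-KG (2 mM) added; 80 min at RT, pH 7.5. Remaining NADPH coupled via diaphorase/resazurin to fluorescence (540/590 nm); concentration-response curves normalized to no-enzyme control.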
USP1-UAF1 inh: USP1/UAF1 (human) deubiquitinase inhibition; Potency, µM (top dose mostly 57.1 µM), without a hit: top-dose activity change, negative = inhibition, actives largely listed as inhibitors; 390,000 tested, 0.23% active; AID 743255; recombinant USP1/UAF1, Ub-Rhodamine cleavage fluorescence; note: potency is the fitted concentration of half-maximal effect; % is set by controls: 0 for no effect and ±100 for the full control effect; nearly all actives have a fitted effect of over 60% in size; inactives centre near -12
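USP1/UAF1 complex at 1 nM was preincubated with compound for 15 min at room temperature, then Ub-Rho substrate (150nM final) was added. Fluorescence (480/540 nm) was read kinetically, 6 reads every 60 seconds.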
PI4K2A block: blocks human PI4K2A kinase activity; Q9BTU6; purified PI4K2A, ADP-Glo luminescence, 1 h; stronger effect = lower value; activity change, negative = inhibition, % at 76.9 µM; 420,000 tested, 0.13% active; AID 1346378; in the data active = activity change below about -50%; inconclusive = mostly about -30% to -49%;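 note: -100% = wells without enzyme as full effect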
Target sequence (Q9BTU6 whole entry, looked up): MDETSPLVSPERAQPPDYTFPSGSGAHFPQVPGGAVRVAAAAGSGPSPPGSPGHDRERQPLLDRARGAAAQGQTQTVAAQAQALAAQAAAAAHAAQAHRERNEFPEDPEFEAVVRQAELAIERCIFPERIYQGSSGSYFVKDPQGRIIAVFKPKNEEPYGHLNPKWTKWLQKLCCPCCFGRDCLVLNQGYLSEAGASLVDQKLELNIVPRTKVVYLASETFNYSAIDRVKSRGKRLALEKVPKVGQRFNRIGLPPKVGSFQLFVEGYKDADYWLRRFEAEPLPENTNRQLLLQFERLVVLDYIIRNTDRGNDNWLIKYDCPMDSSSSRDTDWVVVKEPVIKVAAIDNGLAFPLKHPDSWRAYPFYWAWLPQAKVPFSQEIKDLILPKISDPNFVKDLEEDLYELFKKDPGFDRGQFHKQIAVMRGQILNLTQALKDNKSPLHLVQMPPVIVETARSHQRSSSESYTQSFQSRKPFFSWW
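Compounds are screened against recombinant PI4K2A using PI as substrate and ATP, the latter dispensed at 300 microM. Reactions run one hour at ambient temperature before ADP-Glo detection; full inhibition defined by wells lacking enzyme.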
TRHR enhancer: allosteric enhancers of human TRH receptor. TRHR cells, fluo-8 calcium fluorescence, EC20 TRH enhancement. AID 493056. P34981. enhancement, % at 2 µM. 360,000 tested, 0.66% active; in the data active = enhancement above about 30%; note: 0% is about no effect
Target sequence (P34981 whole entry, looked up): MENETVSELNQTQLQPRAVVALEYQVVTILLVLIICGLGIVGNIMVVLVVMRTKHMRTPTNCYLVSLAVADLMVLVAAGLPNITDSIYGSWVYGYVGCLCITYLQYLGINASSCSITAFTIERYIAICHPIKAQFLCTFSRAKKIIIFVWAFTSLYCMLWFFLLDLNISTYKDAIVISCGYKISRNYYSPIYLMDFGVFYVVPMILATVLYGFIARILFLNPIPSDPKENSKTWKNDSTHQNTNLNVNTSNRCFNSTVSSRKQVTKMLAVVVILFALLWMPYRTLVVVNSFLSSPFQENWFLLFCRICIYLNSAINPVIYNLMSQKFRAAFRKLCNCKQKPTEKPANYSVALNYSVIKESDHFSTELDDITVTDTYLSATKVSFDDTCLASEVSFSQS
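TRHR-expressing cells loaded with fluo-8 calcium dye were read kinetically (ex 480/em 530) during compound addition, then stimulated with an EC20 of TRH (10 nM final). Enhancement of the Gq-mediated intracellular calcium response was scored.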
TrxR1 substrate: is turned over as a substrate by rat TrxR1; Potency, µM (top dose mostly 114 µM), inactives show at the highest dose activity change, negative = substrate turnover; AID 588456; 390,000 tested, 0.01% active; O89049; purified TrxR1 substrate turnover, NADPH consumption readout; note: potency is the fitted concentration of half-maximal effect; % is set by controls: 0 for no effect and ±100 for the full control effect; nearly all actives have a fitted effect of over 50% in size
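Rat TrxR1, dispensed at 90 nM, was prereduced with 400 uM NADPH (final) for 5 min at ~22 deg C, then incubated with compound 15 min before 400 uM selenite. A first-read NADPH fluorescence drop versus no-compound background flagged substrates.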
TrxR1 inh: inhibitors of rat thioredoxin reductase 1. 390,000 tested, 1% active. Potency, µM (titrated, usually from 114 µM), for the others: top-dose activity change, negative = inhibition, actives largely listed as inhibitors. O89049. recombinant rTrxR1, NADPH fluorescence consumption, selenite substrate; note: potency is the fitted concentration of half-maximal effect; % is set by controls: 0 for no effect and ±100 for the full control effect; nearly all actives have a fitted effect of over 65% in size
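Rat TrxR1 (90 nM in the dispensed reagent) was pre-reduced with 400 uM NADPH for 5 min at room temperature, then incubated with compound for 15 min. After 400 uM selenite was added, NADPH fluorescence (Ex 340/Em 450 nm) was followed for 8 min.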
TRHR ag: agonists of human TRH receptor. P34981. TRHR cells, calcium flux fluo-8, FDSS agonist mode. activation, % at 2 µM. 360,000 tested, 0.18% active; in the data active = activation above about 30%; note: 0% is about no effect
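Read-out: compound-evoked intracellular calcium rise in TRHR cells, fluo-8 dye, kinetic FDSS fluorescence at 1 s/cycle following a 10-cycle baseline. Cells cultured overnight before dye loading (30 min–1.5 h, RT).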
D2 agonist: agonists of human D2 dopamine receptor; AID 485358; P14416; HEK293 T-REx D2 cells, calcium flux agonist mode; 340,000 tested, 0.53% active; activation, % at 2 µM;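 active = activation over 3 SD above normal in the single-dose calcium agonist read, cut at about 30% in these data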; note: 0% is about no effect
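Tetracycline-induced HEK293 T-REx cells with force-coupled D2 receptor, plated overnight at 30 C, loaded with no-wash calcium dye. After a 10 s baseline, compound was pin-added and calcium flux read kinetically for 180 s; calcium rises flagged agonists.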
An asterisk follows results filed as active; ? = inconclusive; · = no result given; [ ] = another dose, or the depositor's remark. Unless noted, calls come from the whole dose curve; as a rule, active = well fitted inhibition curve with a large enough effect; inconclusive = small, poorly fitted or top-dose-only effect; inactive = no such curve, though single readings can be large or run the other way. Not a hit list; 3.9% or so of the library scored in one or more.

SMILES	D2 antagonist	mIDH1 inhibitor	USP1-UAF1 inh	PI4K2A block	TRHR enhancer	TrxR1 substrate	TrxR1 inh	TRHR ag	D2 agonist
CC(C)C(NC(=O)c1ccccc1F)C(=O)Nc1nccs1 (centres undefined)	2	5%	-5%	0	-4	7%[57.1 µM]	-3%	0.5	-0.2
CC(C)(C)OC(=O)C[C@@H]1C/C=C\C[C@H](CC(=O)N[C@@H](CO)Cc2ccccc2)C(=O)N[C@H](C(C)(C)C)COC1=O	·	-6%	?	-1	·	-3%	15%	·	·
O=C(NCc1ccccn1)C(F)(F)C(F)(F)C(=O)NCc1ccccn1	12	1%	-20%	-6	-2	14%[57.1 µM]	13%[57.1 µM]	0.0	-0.4
NC(=O)c1nsc(C(=O)N(c2ccccc2F)C(C(=O)NCc2ccccc2)c2ccc(O)cc2)c1N (centres undefined)	-23	-21%	-17%	6	11	70%	48%	0.0	-1.0
Cc1ccc2oc(C(=O)Nc3ccc(S(=O)(=O)Nc4ncccn4)cc3)cc(=O)c2c1	·	21%	-16%	-10	-4	-11%	-3%	0.7	·
O=C(COc1ccccc1F)NCCc1ccc2c(c1)OCCO2	·	3%	?	6	·	2%	25%	·	·
CC(C)[C@@H](C(=O)NC1CCN(Cc2ccccc2)CC1)N1C(=O)N2CCc3c([nH]c4ccccc34)[C@@]2(C)C1=O	4	-11%	19%	4	-7	-5%	-5%	0.1	-0.2
O=C(CCCOc1ccccc1)N1CCCCC1	23	-2%	-19%	3	-11	3%[57.1 µM]	8%	0.3	0.4
COc1ccc(Cc2nnc(NC(=O)C3CC(=O)N(c4ccccc4)C3)s2)cc1OC (centres undefined)	6	28%	-5%	-1	5	5%	15%	0.2	-1.1
N#Cc1ccc(C(=O)OCC(=O)Nc2ccc(S(N)(=O)=O)cc2)cc1	·	7%	-26%	-7	1	-1%	8%	0.2	·
COc1ccccc1-c1cccc([C@@H]2C[C@H]3[C@H](CON3C)CN2C(=O)CCc2ccccc2)c1	·	-3%	?	-5	·	3%	12%	·	·
O=C(CN1C(=O)c2ccccc2S1(=O)=O)N1CCN(c2cccc(Cl)c2)CC1	·	13%	-8%	12	·	6%[57.1 µM]	40%[activator][57.1 µM]	·	·
O=C(CCNC(=O)c1ccccc1Cl)NN=Cc1ccccc1[N+](=O)[O-]	·	7%	4%	3	·	-7%	12%[57.1 µM]	·	·
O=C(N/N=C/c1ccc(OCc2ccccc2)cc1)c1cccs1	-5	0%	-7%	-2	0	9%	-3%	-0.3	-0.5
CCN(CC)S(=O)(=O)c1ccc(N2C(=O)CC2(/C=C/c2ccccc2)C(=O)NC2CCCC2)cc1 (centres undefined)	·	3%	-5%	-3	-4	-10%	-1%	0.1	·
CCOc1ccc(C(C)(N)C(=O)O)cc1 (centres undefined)	3	10%	-18%	1	9	-1%	10%	0.6	0.5
Cc1noc(C(=O)Nc2ccc(F)cc2F)c1Cl	5	-2%	-27%	-1	-1	5%	24%	0.3	1.1
O=[N+]([O-])c1cccc2c3c([nH]c12)CCCC3	-3	5%	-9%	-2	-2	-20%[57.1 µM]	10%[57.1 µM]	0.2	-0.8
CCN(CC)S(=O)(=O)c1ccc(Oc2ccccc2)cc1	-7	3%	-2%	3	-5	0%	20%	-0.3	-1.0
CC(C)N(Cc1ccccc1)C(=O)C1CCN(c2ncnc3c2nc2n3CCCCC2)CC1	-3	-7%	-10%	1	0	5%[57.1 µM]	28%[57.1 µM]	-0.5	-0.8
COc1ccc(NC(=O)NNC(=O)C(C)Oc2ccc(C(C)C)cc2)c(OC)c1 (centres undefined)	-3	2%	-16%	-2	5	3%	15%	0.5	-0.3
Cc1c(C(=O)NC(=S)Nc2ccccc2N2CCCC2)cccc1[N+](=O)[O-]	-6	0%	?	0	3	3%[57.1 µM]	-7%[57.1 µM]	-0.4	-1.2
COc1ccc(OCC(=O)OCc2cc(=O)n3nc(C4CCCCC4)sc3n2)cc1	·	-2%	-28%	-1	1	4%[57.1 µM]	25%[57.1 µM]	-0.8	1.9
COc1cc(C2NC(=O)NC(c3ccccc3)=C2C(C)=O)c(Br)c(Br)c1O (centres undefined)	3	1%	-10%	-3	-1	-8%	12%	0.9	0.2
COc1ccc(C(=O)NCc2ccc(C)cc2)cc1S(=O)(=O)N1CCCC1	-9	-8%	-10%	2	-6	-1%	7%	0.5	-1.1
COCCNC(=O)c1ccc(Cn2c(SCC(N)=O)nc3ccccc3c2=O)cc1	·	2%	?	4	8	-6%[57.1 µM]	13%[57.1 µM]	0.8	1.9
CCCN(CCC)C(=O)C1CCN(c2ccc(S(=O)(=O)N3CCOCC3)cc2[N+](=O)[O-])CC1	-1	0%	-10%	2	-5	-11%	4%	-0.6	0.1
COc1ccccc1CNC(=O)C1CCCN(S(=O)(=O)c2cnc[nH]2)C1 (centres undefined)	-22	-8%	-10%	-8	-5	-7%	-11%	0.5	0.8
O=C(Cc1ccccc1)NNC(=S)NC(=O)c1cccs1	-5	0%	10%	0	-3	2%[57.1 µM]	?	0.7	1.9
COc1cc(Cl)c(C)cc1NC(=O)COC(=O)c1ccc(CN2CCCC2=O)cc1	-8	-7%	-15%	2	-12	-2%	12%	-2.1	0.1
C#CCOCCOCCOCCNc1nc(N2CCN(C(=O)C([C@@H](C)CC)n3cc(C(N)COC(=O)C(F)(F)F)nn3)CC2)nc(N2CCN(C(=O)[C@H](CCC(=O)O)n3cc(C(N)CC(C)C)nn3)CC2)n1 (some centres undefined)	·	3%	-3%	-3	·	7%[57.1 µM]	?	·	·
O=C(N/N=C/c1ccccc1[N+](=O)[O-])C(=O)N1CCCC1	-22	2%	-1%	-3	10	0%[57.1 µM]	42%[activator][57.1 µM]	-0.6	-0.4
Cc1ccc(N2C(=O)NC3(CCCCC3)C2=O)cc1	12	0%	-7%	9	14	-9%	-13%	-0.1	0.7
CCOc1ccc(S(=O)(=O)NCc2ccccn2)cc1	·	8%	-21%	-3	4	11%	15%	0.4	·
CC1CN(S(=O)(=O)c2cccc(C(=O)N(Cc3nnc(-c4ccccc4Cl)o3)C3CC3)c2)CC(C)O1 (centres undefined)	-2	6%	-15%	1	-4	17%[57.1 µM]	-44%[57.1 µM]	0.7	0.0
COC(=O)/C=C1/S/C(=N/NC(=O)c2ccc(OC)cc2)NC1=O	-1	-17%	-22%	4	7	-8%	4%	0.1	-0.3
COc1cc(C[C@@H]2C(=O)OC[C@H]2Cc2ccc(OC)c(OC)c2)ccc1O	-11	-10%	-18%	0	0	5%	22%	-0.5	-0.7
O=C(Nc1cccc(Cl)c1Cl)C1CCCO1 (centres undefined)	0	5%	-21%	-11	0	3%	5%	-0.9	-0.5
Cc1cccc(OCCCCn2c(C3CC(=O)N(c4ccc(C)cc4C)C3)nc3ccccc32)c1 (centres undefined)	·	12%	-19%	-3	3	-2%	24%	1.4	0.5
COc1ccc(C(=O)O/N=C2\C(=O)N(C)c3ccccc32)cc1	·	2%	-3%	11	·	0%	12%	·	·
O=C(C1CCN(S(=O)(=O)c2cccc3nonc23)CC1)N1CCN(c2cccc(Cl)c2)CC1	·	7%	-3%	1	-4	-9%[57.1 µM]	-6%[57.1 µM]	1.4	0.5
COc1ccc(C(=O)OCC(=O)NC2CCCCCC2)cc1OC	9	0%	-2%	4	-4	0%	26%	-0.4	0.2
Cn1nc(-c2ccc(Cl)cc2)cc1NC(=O)CCCC(=O)O	9	1%	-4%	5	-6	0%	15%	0.5	0.1
CC(C)CNc1nc(NC(C)(C)C)nc(Oc2ccc(=O)[nH]n2)n1	-14	8%	-26%	-1	2	2%[57.1 µM]	22%[57.1 µM]	0.1	5.1
O=C(Nc1ccc(F)c(F)c1)c1ccc(=O)n(Cc2ccc(F)cc2)c1	·	8%	-35%	7	16	1%[57.1 µM]	10%[57.1 µM]	-0.1	-1.1
CCOCCCNC(=O)C(Cc1ccccc1)NS(=O)(=O)c1cccc2nsnc12 (centres undefined)	-6	9%	-20%	-3	-16	0%	20%	-0.5	-0.1

Entries shown so far with two or more sulfur atoms, in the order listed:
SMILES	D2 antagonist	mIDH1 inhibitor	USP1-UAF1 inh	PI4K2A block	TRHR enhancer	TrxR1 substrate	TrxR1 inh	TRHR ag	D2 agonist
O=C(Cc1ccccc1)NNC(=S)NC(=O)c1cccs1	-5	0%	10%	0	-3	2%[57.1 µM]	?	0.7	1.9
CCOCCCNC(=O)C(Cc1ccccc1)NS(=O)(=O)c1cccc2nsnc12 (centres undefined)	-6	9%	-20%	-3	-16	0%	20%	-0.5	-0.1

Record cards, as listed above. Values in the order: D2 antagonist | mIDH1 inhibitor | USP1-UAF1 inh | PI4K2A block | TRHR enhancer | TrxR1 substrate | TrxR1 inh | TRHR ag | D2 agonist
COc1cc(Cl)c(C)cc1NC(=O)COC(=O)c1ccc(CN2CCCC2=O)cc1 across the screens: -8 | -7% | -15% | 2 | -12 | -2% | 12% | -2.1 | 0.1
CC(C)(C)OC(=O)C[C@@H]1C/C=C\C[C@H](CC(=O)N[C@@H](CO)Cc2ccccc2)C(=O)N[C@H](C(C)(C)C)COC1=O across the screens: · | -6% | ? | -1 | · | -3% | 15% | · | ·
COc1ccccc1CNC(=O)C1CCCN(S(=O)(=O)c2cnc[nH]2)C1 (centres undefined) across the screens: -22 | -8% | -10% | -8 | -5 | -7% | -11% | 0.5 | 0.8
Cc1ccc(N2C(=O)NC3(CCCCC3)C2=O)cc1 across the screens: 12 | 0% | -7% | 9 | 14 | -9% | -13% | -0.1 | 0.7
CC(C)N(Cc1ccccc1)C(=O)C1CCN(c2ncnc3c2nc2n3CCCCC2)CC1 across the screens: -3 | -7% | -10% | 1 | 0 | 5%[57.1 µM] | 28%[57.1 µM] | -0.5 | -0.8

Screens deposited in PubChem BioAssay by National Center for Advancing Translational Sciences (NCATS).
